STEP block: STEP phosphatase inhibitors, primary screen, biochemical, fluorescence intensity, uHTS; Tyrosine-protein phosphatase non-receptor type 5 (Homo sapiens), P54829; recombinant STEP, OMFP fluorogenic substrate; inhibition, % at 20 µM; actives 0.25% (n = 360,000); AID 588621, 2011;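 active = inhibition at 20 µM, scaled per plate between control wells, above about 37%, limit read from the data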;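 note: 0% = DMSO with enzyme and substrate and 100% = substrate only without enzyme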
Target sequence (P54829 whole entry, looked up): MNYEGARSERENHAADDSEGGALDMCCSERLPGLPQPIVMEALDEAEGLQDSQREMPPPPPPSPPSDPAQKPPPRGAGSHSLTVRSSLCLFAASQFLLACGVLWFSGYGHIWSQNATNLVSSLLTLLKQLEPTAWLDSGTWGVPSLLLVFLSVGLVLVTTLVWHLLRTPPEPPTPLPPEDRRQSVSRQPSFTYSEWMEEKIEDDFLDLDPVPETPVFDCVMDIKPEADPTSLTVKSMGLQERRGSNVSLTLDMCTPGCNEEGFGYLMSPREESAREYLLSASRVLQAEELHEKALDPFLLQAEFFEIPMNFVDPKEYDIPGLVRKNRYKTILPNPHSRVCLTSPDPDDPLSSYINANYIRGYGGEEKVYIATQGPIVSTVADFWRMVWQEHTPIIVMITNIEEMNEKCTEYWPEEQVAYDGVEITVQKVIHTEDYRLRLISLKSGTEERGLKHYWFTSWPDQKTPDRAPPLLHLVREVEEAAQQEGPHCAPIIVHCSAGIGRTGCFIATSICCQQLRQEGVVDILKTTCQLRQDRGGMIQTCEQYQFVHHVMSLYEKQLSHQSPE
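medium = Bis-Tris buffer pH 6.0, 2.5 mM DTT, 0.005% Tween 20 | test system = STEP (striatal-enriched tyrosine phosphatase) enzyme, cell-free | measure = normalized % inhibition | compound dosing = 20 µM, 1% DMSO | also added = 25 µM OMFP | schedule = reaction 20 min, ambient temperature | measured by = fluorescence read at 480 nm ex / 540 nm em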
SKN-1 inh: suppressors of acrylamide-induced Pgst-4::GFP reporter in worms, primary screen, SKN-1 inhibitor project, whole organism, uHTS, GFP/RFP fluorescence ratio, strain VP596; actives 0.49% (n = 360,000); inhibition, % at 21.8 µM; C. elegans VP596 Pgst-4::GFP/RFP ratio, 24 h;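 active = interference check ratio from 0.5 to 1.5 plus GFP to RFP signal ratio inhibition reaching or exceeding a fixed threshold, cut at about 30% in these data, passing the limit was not always enough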; note: some compounds called inactive have numbers as strong as hits
Neddylation inh: inhibitors of cullin neddylation, primary screen, biochemical, TR-FRET, uHTS, NAE and Ubc12; NEDD8-conjugating enzyme Ubc12 (Homo sapiens) + NEDD8-activating enzyme E1 regulatory …; calls only at 25 µM; actives 0.58% (n = 360,000); AID 651699, 2012; in the data active = inhibition above about 36%
LMPTP block: LMPTP phosphatase inhibitors, primary screen, biochemical, fluorescence intensity, uHTS; Low molecular weight phosphotyrosine protein phosphatase (Homo sapiens), P24666; recombinant LMPTP-A, OMFP fluorogenic substrate; inhibition, % at 20 µM; actives 0.22% (n = 360,000);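 active = compounds that cut the enzyme signal by at least half of the control window in the single-dose screen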;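 note: plate controls were DMSO wells with enzyme plus substrate for no effect and substrate without enzyme for full effect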
Target sequence (P24666 whole entry, looked up): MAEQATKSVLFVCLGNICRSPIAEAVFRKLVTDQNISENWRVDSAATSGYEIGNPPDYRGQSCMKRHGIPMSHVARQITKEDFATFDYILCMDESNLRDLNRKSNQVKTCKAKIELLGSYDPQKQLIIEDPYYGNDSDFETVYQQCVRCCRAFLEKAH
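test system = LMPTP-A | amount = 0.625 nM LMPTP-A final | reagent = fluorogenic phosphatase substrate OMFP at 400 µM final | incubation = 50 min at room temperature | benchmarks = no-enzyme low control, uninhibited high control | medium = Bis-Tris pH 6.0, DTT, detergent | signal = fluorescence intensity of OMFP turnover product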
Scp-1 inhibitor: Scp-1 phosphatase inhibitors, primary screen, biochemical, colorimetric, uHTS; Carboxy-terminal domain RNA polymerase II polypeptide A small phosphatase 1 (Homo …; Recombinant Scp1, phosphopeptide, malachite green phosphate absorbance; inhibition, % at 20 µM; actives 0.88% (n = 340,000); AID 493091, 2011;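 active = inhibition above about 50% at 20 µM, limit read from the data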;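 note: plate controls were DMSO wells with enzyme for no effect and wells lacking enzyme for full effect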
Target sequence (Q9GZU7 76-261 limits assumed): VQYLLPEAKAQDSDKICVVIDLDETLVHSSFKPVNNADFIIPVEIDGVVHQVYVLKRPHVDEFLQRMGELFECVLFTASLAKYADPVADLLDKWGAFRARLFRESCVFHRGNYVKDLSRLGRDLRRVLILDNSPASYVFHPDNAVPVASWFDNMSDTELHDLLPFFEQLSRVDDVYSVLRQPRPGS
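Times: enzyme reaction 45 min at room temperature, colour 5 min, stabilisation 30 min. Material: SCP-1 catalytic fragment, aa 76-261. Medium: Acidic Tris acetate buffer with magnesium and detergent. Signal: colorimetric free-phosphate detection, absorbance 630 nm. Read-out basis: % inhibition of SCP-1 phosphate liberation. Reagent: Phosphorylated 17-residue peptide substrate.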
NRP1-CendR mod: modulators of CendR peptide binding to NRP-1, primary screen, biochemical, fluorescence polarization, uHTS | Neuropilin-1 (Homo sapiens), O14786 | FAM-RPARPAR peptide binding to NRP-1 | inhibition, % at 25 µM | actives 0.85% (n = 360,000);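 active = inhibition or corrected inhibition above about 18%, plus a signal ratio from 0.5 to 1.5, limit read from the data, passing the limit was not always enough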; note: strong numbers were not always called active
SUMO1 PPI mod: modulators of SUMO1 protein-protein interactions, primary screen, biochemical, uHTS | Small ubiquitin-related modifier 1 (Homo sapiens), P63165 | SUMO1 binding to a labelled peptide, TR-FRET, 1 h | inhibition, % at 20 µM | actives 0.33% (n = 360,000); in the data active = inhibition above about 37%
Target sequence (P63165 whole entry, looked up): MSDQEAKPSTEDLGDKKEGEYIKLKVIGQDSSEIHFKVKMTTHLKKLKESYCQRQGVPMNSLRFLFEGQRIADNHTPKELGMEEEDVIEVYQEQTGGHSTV
NadD inh: inhibitors of S. aureus NadD, primary screen, biochemical, colorimetric, uHTS; purified NadD enzyme, colorimetric absorbance read-out; actives 0.78% (n = 360,000); inhibition, % at 20 µM; Nicotinate-nucleotide adenylyltransferase NadD (Staphylococcus aureus N315); in the data active = inhibition above about 26%; note: some compounds past the cut are filed as inactive
TbMetRS inhib: T. brucei MetRS inhibitors, primary screen, biochemical, luminescence. actives 0.4% (n = 360,000). inhibition, % at 11.9 µM. AID 624268, 2012. purified T. brucei MetRS, ATP depletion, Kinase-Glo luminescence. methionyl-tRNA synthetase (Trypanosoma brucei brucei);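 active = inhibition above a per-plate cutoff of the control wells' mean inhibition plus 3 SD, cut at about 5.5% in these data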;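 note: 0% = DMSO wells median and 100% = median of wells with control inhibitor compound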
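System: purified T. brucei MetRS enzyme / Detection: Kinase-Glo luciferase luminescence reporting remaining unconsumed ATP / Medium: HEPES buffer with MgCl2, KCl, DTT, spermine, BSA, pyrophosphatase / Replication: singlicate, one well per compound / Evaluation: percent inhibition relative to median high and low control wells / Schedule: 2 h aminoacylation at 25 °C after 15 min preincubation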
DNMT1 inh: human DNMT1 methyltransferase inhibitors, primary screen, biochemical, molecular beacon, fluorescence, HinP1I cleavage, uHTS; inhibition (reported as % activation of signal), % at 10 µM; actives 0.83% (n = 360,000); AID 588458, 2011; in the data active = inhibition above about 50%
An asterisk follows results filed as active; i = inactive; x = not tested or not shown; + = active, no number.

SMILES	STEP block	SKN-1 inh	Neddylation inh	LMPTP block	Scp-1 inhibitor	NRP1-CendR mod	SUMO1 PPI mod	NadD inh	TbMetRS inhib	DNMT1 inh
c1ccc(-c2nn3c(Cn4cnc5ccccc54)nnc3s2)cc1	6	10	i	1.5	0	-2	2	4	0.0	0
COc1ccc(Cl)cc1NC(=O)c1cc(C)no1	1	2	i	0.6	-5	2	2	-2	-0.1	1
O=C1CSC(=S)N1N=Cc1ccc(Cl)cc1Cl	0	-6	i	1.2	12	-14	36	20	-0.4	24
CCOC(=O)C1=NNC2C(=O)N(Cc3ccccc3)C(=O)C12 (centres undefined)	2	-10	i	-2.0	0	0	3	-1	0.7	1
CCCC/C(O)=C1\C(=O)CCCC1=NCCc1c(C)[nH]c2ccc(OC)cc12	2	-2	i	3.4	-12	4	-3	-6	-0.9	3
CN(C)c1ccc(-c2noc(-c3ccccc3O)n2)cc1	0	-6	x	-1.3	-10	9	1	6	-0.2	19
O=C(O)c1cc(=O)[nH]c2c(Cl)cccc12	0	-8	i	-1.1	-6	-9	2	9	-0.4	0
O=C(Oc1ccccc1C(=O)N1CCOCC1)c1cccc(Br)c1	-3	4	i	-0.4	-3	10	1	-1	-1.3	2
O=C(CCc1nc2ccccc2c(=O)[nH]1)NNC(=O)c1ccc(Cl)cc1	-2	6	i	-0.8	-4	-21	1	-4	-0.3	2
O=C(CCN1C(=O)NC2(CCCC2)C1=O)Nc1cccc(S(=O)(=O)N2CCOCC2)c1	-2	13	i	-0.6	-2	-1	6	-2	-0.2	-1
Cc1onc(C(=O)N2CCN(C(c3ccccc3)c3ccccc3)CC2)c1[N+](=O)[O-]	0	10	i	1.2	-8	-15	-8	7	-1.3	-3
O=C(N/N=C/c1c[nH]c2ccccc12)c1cc(Cl)ccc1O	-1	4	+	0.5	0	3	4	-1	-0.3	1

Continued, overlapping the part above by two compounds.
SMILES	STEP block	SKN-1 inh	Neddylation inh	LMPTP block	Scp-1 inhibitor	NRP1-CendR mod	SUMO1 PPI mod	NadD inh	TbMetRS inhib	DNMT1 inh
Cc1onc(C(=O)N2CCN(C(c3ccccc3)c3ccccc3)CC2)c1[N+](=O)[O-]	0	10	i	1.2	-8	-15	-8	7	-1.3	-3
O=C(N/N=C/c1c[nH]c2ccccc12)c1cc(Cl)ccc1O	-1	4	+	0.5	0	3	4	-1	-0.3	1
Cc1nc(-c2ccc(Cl)cc2)sc1C1(C)CC(c2ccccc2)=NO1 (centres undefined)	-2	6	i	1.5	0	4	-3	-1	-0.3	-2
CC1CCCN(c2oc(-c3cccc4ccccc34)nc2C#N)C1 (centres undefined)	0	4	x	2.1	-10	-9	1	-5	0.1	-2
CC(C)C[C@H]1CNC(=O)C(=O)N1C[C@@H]1CCCN1C[C@H](CC(C)C)N1C[C@H](Cc2ccc(O)cc2)N(CCc2ccccc2)C(=O)C1=O	x	-6	i	-0.2	x	-7	2	10	-1.2	x
CC(=O)C1=C(C)NC(SCC(=O)c2ccc(Cl)cc2)=C(C#N)C1CC(C)C (centres undefined)	0	1	i	0.5	-17	-6	-2	-2	0.3	-1
CCN1CCN(CCCNC(=O)c2cc3cc4ccc(OC)cc4nc3o2)CC1	2	-8	x	-3.6	-5	-1	-15	-7	-0.2	5
CC1(C)N=C(c2ccccn2)C(C)(C)N1O	-1	12	i	0.2	-2	12	-2	-3	0.1	-6
O=C(Cn1c(=O)[nH]c2ccccc2c1=O)Nc1ccc2c(c1)OCCO2	0	12	i	1.1	0	9	-8	2	0.0	0
Cn1c(N)c(S(=O)(=O)NCc2ccccc2Cl)c(=O)n(C)c1=O	1	-6	i	-1.2	-2	-5	0	-4	-0.1	-2
Cc1c(C)n(-c2ccccc2)c2ncnc(NCCN(C)C)c12	-1	25	i	1.7	-13	3	10	-4	-0.4	-2
Cc1ccc([N+](=O)[O-])cc1Nc1nc(N2CCOCC2)nc(N2CCOCC2)n1	-3	26	i	0.0	-6	21	-7	7	-0.3	-2
CC(C)(C)NC(=O)CN(CCN1CCOCC1)C(=O)CNS(=O)(=O)c1ccc(Cl)cc1	0	2	i	-1.4	-5	2	-6	-6	-0.3	-1
C[N+](C)(C)CCCN1C(=O)CCCC1=O	2	10	i	-2.4	47	-2	-2	14	-0.3	-1
COc1ccc(-c2nc(N)ncc2-c2ccccc2OC)c(O)c1	0	0	i	2.4	0	2	4	0	0.5	-5
CC(Sc1n[nH]c(=O)[nH]c1=O)C(=O)OCc1ccccc1 (centres undefined)	-2	-7	i	-1.4	4	11	3	-1	0.2	0
C[C@H]1CN([C@@H](C)CO)S(=O)(=O)c2ccc(Br)cc2O[C@H]1CN(C)C(=O)Nc1ccccc1F	0	-1	i	-1.1	x	-2	0	12	0.9	4
CCOC(=O)CNC(=O)COc1coc(CN2CCN(Cc3ccccc3)CC2)cc1=O	-3	13	i	-2.3	-5	5	0	6	-0.5	2
COCCCNC(=O)c1c(NC(=O)C2COc3ccccc3O2)sc2c1CCCC2 (centres undefined)	-2	12	i	0.0	-10	2	-1	-1	0.8	7
Cc1ccc(S(=O)(=O)NCc2csc(C)n2)c(C)c1	3	11	i	1.2	-3	12	-2	-2	0.0	1
CCOC(=O)C1CCCN(c2c(NCCC(C)C)c(=O)c2=O)C1 (centres undefined)	0	6	i	-0.5	-4	-4	4	-2	1.4	1
CCNC(=O)Nc1ccc2c(c1)c(=O)n(C)n2Cc1ccc(Cl)cc1	0	2	x	-0.4	x	-14	0	-1	-0.1	-7
O=C(NCC1CCCCC1)c1cc([N+](=O)[O-])ccc1N1CCOCC1	1	13	i	-0.6	-3	-10	-13	-4	-0.7	1
O=C(CSc1ncnc2c1nnn2Cc1ccc(F)cc1)NCC1CCCO1 (centres undefined)	-1	3	i	-0.6	1	13	-9	1	1.1	0
COC(=O)c1ccc(Oc2nc(N(C)C)nc(N3CCOCC3)n2)cc1	2	-1	i	0.1	9	15	0	3	-0.1	-3
O=[n+]1c2c(n([O-])c3c1CCCC3)CCCC2	-1	5	i	-0.3	-7	0	-7	0	0.3	5

One compound at a time (already shown).
Results for COc1ccc(-c2nc(N)ncc2-c2ccccc2OC)c(O)c1 : STEP block: 0; SKN-1 inh: 0; Neddylation inh: i; LMPTP block: 2.4; Scp-1 inhibitor: 0; NRP1-CendR mod: 2; SUMO1 PPI mod: 4; NadD inh: 0; TbMetRS inhib: 0.5; DNMT1 inh: -5
Results for CCOC(=O)CNC(=O)COc1coc(CN2CCN(Cc3ccccc3)CC2)cc1=O : STEP block: -3; SKN-1 inh: 13; Neddylation inh: i; LMPTP block: -2.3; Scp-1 inhibitor: -5; NRP1-CendR mod: 5; SUMO1 PPI mod: 0; NadD inh: 6; TbMetRS inhib: -0.5; DNMT1 inh: 2
Results for COCCCNC(=O)c1c(NC(=O)C2COc3ccccc3O2)sc2c1CCCC2 (centres undefined) : STEP block: -2; SKN-1 inh: 12; Neddylation inh: i; LMPTP block: 0.0; Scp-1 inhibitor: -10; NRP1-CendR mod: 2; SUMO1 PPI mod: -1; NadD inh: -1; TbMetRS inhib: 0.8; DNMT1 inh: 7

Additional records follow:
SMILES	STEP block	SKN-1 inh	Neddylation inh	LMPTP block	Scp-1 inhibitor	NRP1-CendR mod	SUMO1 PPI mod	NadD inh	TbMetRS inhib	DNMT1 inh
Cc1ccc(N(C(=O)c2sc(C)nc2C)C(C(=O)NCc2ccco2)c2ccccc2)cc1 (centres undefined)	-3	8	i	-0.4	7	-17	-1	8	-0.7	1
Cc1nnc(SC(C)C(=O)Nc2c(C)n(C)n(-c3ccccc3)c2=O)n1N (centres undefined)	-4	-11	i	-0.9	-2	-3	1	3	0.4	-1
O=C(CSCc1ccccc1)N1CCN(C(=O)c2ccco2)CC1	-4	-4	i	-1.0	-12	12	0	4	0.3	1
COc1ccc(C)cc1NC(=O)CCNS(=O)(=O)c1ccc2c(c1)CCC(=O)N2	-1	0	i	-1.3	-7	1	4	-3	-0.3	1
CN(CC(=O)Nc1ccc(S(=O)(=O)N(C)C)cc1)Cc1ccc(C(F)(F)F)cc1	0	-1	i	0.6	-9	-3	25	-5	0.0	1
O[C@@H]1CN(Cc2ccccc2Cl)CC[C@H]1N1CCOCC1	0	-18	i	-1.8	5	3	2	-2	-2.3	3
CCCn1c(O)c(N=NC(=O)c2ccco2)c2ccccc21	3	2	i	1.3	-5	-3	-19	19	-0.1	2
NS(=O)(=O)c1ccc(CCNC(=O)c2ccco2)cc1	-2	9	i	-0.3	-1	1	-1	1	0.0	0
CCCCOCCCNC(=O)C[C@@H]1C[C@@]2(C(=O)OCC)CCC=C2N(Cc2cccc3ccccc23)C1=O	x	0	i	1.6	x	-2	3	-5	-0.2	x
COc1ccc(-n2nnnc2-c2cccc(OC)c2)cc1	0	22	i	-0.8	-9	-4	3	-7	0.0	2
Cc1ccc(N=Nc2ccc(O)c(/C=N\NC(=O)c3ccc(N)cc3)c2)cc1C	38	6	i	41	95*	-7	2	48*	-0.3	81*
